Lipid storage S3 – qHTS Assay for Lipid Storage Modulators in Drosophila S3 Cells. AID 2685. lipid storage change, negative = inhibition, % at the top dose, mostly 46.1 µM; hits show Potency in µM. 320,000 tested, 0.64% active. Drosophila S3 cells, BODIPY lipid droplet fluorescence, 18-24 h; cells fed with added oleic acid; active = well fitted inhibition curve with a large enough effect in the signal ratio, with a control signal flat, not every such curve was filed as active; inconclusive = small, poorly fitted or top-dose-only effect, or effect the other way, or a change in a side signal; the % refers to the signal ratio
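Laser-scanning cytometry quantifies lipid droplet accumulation (500–530 nm total intensity; droplet/cell object ratio) in oleic acid-fed (400 uM added) Drosophila S3 cells treated with a concentration series. 20 uM Triacsin C defined 100% inhibition.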
Lipid storage S3 cell count max – second read-out of Lipid storage S3, no call of its own (marks repeat the call); cell number change, %; measured here: cell count max response;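 cells counted by Cell Tracker Red CMTPX staining in the red channel; peak over a dose series mostly up to 46.1 µM; percent activity relative to internal control wells on each plate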
Active calls of the source: *; i = inactive; u = inconclusive; x = not tested or not shown. % is scaled to controls: 0 for no effect and ±100 for the full control effect; potency is read from the fitted curve at half-maximal effect.

Lipid storage S3	Lipid storage S3 cell count max	structure
0.0%	0.4	Cc1nn(-c2ccccc2)c(Cl)c1C(=O)OCC(=O)N(C)c1c(N)n(Cc2ccccc2)c(=O)[nH]c1=O
14.6%	x	Cc1ccc(-c2ccc(S(=O)(=O)N3CCCC3)cc2)cc1
u	x	CCNC(=O)COC(=O)c1cc(C)nc2ccccc12
-7.6%	-19.4	O=C(O)C1CC=CCC1C(=O)Nc1ccc2c(c1)CCC2 (centres undefined)
12.0%	-9.8	Cc1oc(-c2ccc(F)cc2)cc1-c1nn2c(-c3ccoc3C)nnc2s1
u	x	Cc1ccc(C)c(S(=O)(=O)NCc2ccc(C(=O)N3CCCCC3C)cc2)c1 (centres undefined)
-7.4%	-10.0	COc1ccc(S(=O)(=O)/N=C2/C=CC(=O)C(C)=C2C)cc1
4.1%	7.2	CCN(C(=O)CN(C)Cc1c(F)cccc1Cl)c1c(N)n(Cc2ccccc2)c(=O)[nH]c1=O
-9.2%	4.1	CC(=O)Cn1nnc(-c2ccc(C(F)(F)F)cc2)n1
u	x	CCC(C)N(C(=O)CCC(=O)Nc1cc(C)on1)C(C(=O)NC(C)(C)C)c1ccccc1Cl (centres undefined)
u	x	Cc1cnc(=O)[nH]c1SCC(=O)c1ccc(F)cc1
u	x	NC(=O)COC(=O)CC12CC3CC(CC(Br)(C3)C1)C2
-3.2%	11.3	COc1cccc(CN2CCN(Cc3[nH]c4ccccc4c3C)CC2CCO)c1 (centres undefined)
u	x	Cc1c(NS(=O)(=O)c2ccc(N=NN(C)C)cc2)c(=O)n(-c2ccccc2)n1C
6.1%	21.5	CC1CCN(Cc2nc(Cl)c3c4c(sc3n2)CCC4)CC1
u	x	COc1cc(C(=O)NCC(=O)N/N=C/c2ccco2)cc(OC)c1OC
6.7%	-0.4	Cc1cc(C)c(S(=O)(=O)c2ccccc2F)c(=O)[nH]1
9.0%	15.7	O=C(/C=C/c1ccc(F)cc1)NC(=S)Nc1ccccc1O
u	x	Oc1[nH]c2c(Cl)cc(Cl)cc2c1N=NC(=S)NCC1CCCO1 (centres undefined)
3.7%	10.7	Cc1cccc(CCNC(=O)C2CCC(CNc3c(N4CCCC4)c(=O)c3=O)CC2)c1 (centres undefined)
i	10.5	CCCCNC(=O)CN1C(=O)NC2(CCOc3ccccc32)C1=O (centres undefined)
2.1%	0.9	CC(=O)Nc1ccc(NC(=O)Cn2cc3c(n2)CCC(C)C3)cc1 (centres undefined)
u	x	COc1ccc(NC(=O)c2cnc(C)cn2)cc1-n1cnnn1
-14.3%	x	CC(C(=O)Nc1c2c(cc3c1CCC3)CCC2)N1CCCC1 (centres undefined)
2.9%	1.0	CCCCN1CN(Cc2ccco2)CNC1=S
u	x	COC(C(=O)NC(C(C)C)C(C)C)c1ccccc1 (centres undefined)
u	x	O=C(Nc1ccc2oc(-c3ccccc3Cl)nc2c1)c1ncn[nH]1
u	x	CCOc1ccc(C(=O)NCCCN2CCOCC2)cc1OCC
u	x	O=C(Nc1ccc(C2CCCCC2)cc1)C1CCCN(c2ncccn2)C1 (centres undefined)
u	x	COC(=O)c1cc(C)sc1NC(=O)CCCC(=O)O
u	x	CCOC(=O)N1CCN(C(=O)Cn2cc3c(n2)CCCC3)CC1
u	x	O=C(Cc1c(O)c2ccccc2oc1=O)c1ccc(F)cc1
u	x	Cc1nc(-c2ccc(S(=O)(=O)NCC3CCN(C(=O)OC(C)(C)C)CC3)s2)cs1
12.5%	-0.6	Cc1cc(NC(=O)Nc2ccc(F)cc2)no1
16.9%	-25.1	O=C(NNC(=O)c1ccccc1O)c1ccc(S(=O)(=O)Nc2ccccc2F)cc1
5.1%	6.8	CCOC(=O)CSc1nc(C)c(C(C)=O)cc1C(N)=O
u	x	CCCn1c(=N)n(CC(=O)c2cccs2)c2ccccc21
1.3%	7.1	CCCCSc1cc(C)nc(N)n1
u	x	CCC(NC(=O)c1cc(COc2ccc(Cl)cc2OC)on1)c1ccncc1 (centres undefined)
u	x	CCOC(=O)C1=C(O)/C(=C/c2cccc(OC)c2O)N=C1C
u	x	CCOCCn1cnc2sc(C(=O)NCCCN3CCOCC3)c(C)c2c1=O
u	x	CC(C)CN(Cc1cc(=O)oc2cc(-c3ccccc3)c(O)cc12)CC(C)C
-6.1%	-18.2	CN1CCN(C(=O)CCN2C(=O)c3ccccc3S2(=O)=O)CC1
u	x	CCOC(=O)c1cc2c(=O)n3ccccc3nc2n(CCCOC)c1=NC(=O)C(C)(C)C
-9.6%	-20.4	Cc1cc(C(C)(C)C)c(O)c(C)c1CC1=NCCN1
7.0%	10.5	CCCCc1c(O)nc(SCC(=O)N2CCOCC2)n(-c2ccccc2C)c1=O
21.7%	16.3	Cc1nc(SCC(=O)OCc2ccccc2)c(C#N)c(-c2ccccc2)c1C(=O)Nc1ccccc1
-0.8%	-16.8	CCN1C(=O)C2(/C(=C(\O)c3ccc4c(c3)OCCO4)C(=O)C(=O)N2CCCOC)c2ccccc21 (centres undefined)
u	x	Cc1ccc(C)c(NC(=O)C2CCN(C(=O)c3cccs3)CC2)c1
u	x	Cc1nc(Cc2nnc(SC(C)C(=O)N3c4ccccc4NC(=O)C3(C)C)o2)cs1 (centres undefined)

Sorted by value in Lipid storage S3 (largest number first): some entries from above
Lipid storage S3	Lipid storage S3 cell count max	structure
16.9%	-25.1	O=C(NNC(=O)c1ccccc1O)c1ccc(S(=O)(=O)Nc2ccccc2F)cc1
12.5%	-0.6	Cc1cc(NC(=O)Nc2ccc(F)cc2)no1
6.1%	21.5	CC1CCN(Cc2nc(Cl)c3c4c(sc3n2)CCC4)CC1
1.3%	7.1	CCCCSc1cc(C)nc(N)n1
-0.8%	-16.8	CCN1C(=O)C2(/C(=C(\O)c3ccc4c(c3)OCCO4)C(=O)C(=O)N2CCCOC)c2ccccc21 (centres undefined)
-7.6%	-19.4	O=C(O)C1CC=CCC1C(=O)Nc1ccc2c(c1)CCC2 (centres undefined)
-9.2%	4.1	CC(=O)Cn1nnc(-c2ccc(C(F)(F)F)cc2)n1

Remaining list, next part.
Lipid storage S3	Lipid storage S3 cell count max	structure
u	x	COc1ccc(C(CNC(=O)c2ccc(OCc3ccccc3)cc2)N2CCOCC2)cc1 (centres undefined)
u	x	Cc1ccccc1-n1ncc(C(C)NC(=O)c2ccccc2)c1C (centres undefined)
-0.2%	-13.1	Fc1ccc(CN2CCN(c3ncccn3)CC2)c(F)c1
u	x	CN(C)C(=O)NC(Nc1cccc([N+](=O)[O-])c1)C(Cl)(Cl)Cl (centres undefined)
u	x	COC(=O)C1CCN(C(=O)COc2ccc(N(C)S(=O)(=O)c3ccc(C)cc3)cc2)CC1
-5.7%	-14.7	Cc1nn(CCOc2ccccc2)c(=O)n1-c1cccc(F)c1
u	x	COc1ccc(S(=O)(=O)N2CCN(C(=O)c3cc(-c4ccccc4OC)n[nH]3)CC2)cc1
u	x	Cc1c(OCc2nn[nH]n2)ccc2c3c(c(=O)oc12)CCCC3
u	x	OCCNc1ncnc2c1nnn2Cc1ccccc1
-2.8%	-1.6	Cc1ccc(C)c(C2NC(=O)c3ccccc3N2)c1 (centres undefined)
-2.1%	-3.5	CC1Cc2nc(SCC(=O)Nc3ccc4c(c3)OCO4)n(CCc3ccccc3)c(=O)c2S1 (centres undefined)
u	x	O=C(N/N=C/c1ccccc1F)NC12CC3CC(CC(C3)C1)C2
u	x	O=C(c1ccccc1Oc1nnnn1-c1ccccc1)N1CCOCC1
u	x	O=C1c2ccccc2C(=O)N1CCOc1ccccc1Cl
5.1%	5.1	CC(=O)Nc1nc(-c2ccccc2)ns1
u	x	COc1ccc(S(=O)(=O)N2CCCC2)cc1NC(=O)c1ccccc1F
u	x	CCc1ccccc1Nc1nc(N)nc(COC(=O)CCNS(=O)(=O)c2ccccc2)n1
u	x	COC(=O)C(NC(=O)CCc1nnc2ccc(N3CCC(C)CC3)nn12)C(C)C (centres undefined)
u	x	CC(C)CCC(O)(c1ccccc1)C(CN1CCOCC1)c1ccccc1 (centres undefined)
u	x	CS(=O)(=O)c1ccccc1-c1nc(-c2cccc(Cl)c2)no1
u	x	Cc1csc2nc(COC(=O)c3cccc(N(C)C)c3)cc(=O)n12
6.1%	-3.2	CCC(C)(C(=O)NC1CCCC1)N(Cc1ccco1)C(=O)c1ccccn1 (centres undefined)
u	x	S=C(NCc1ccco1)N/N=C/c1cccnc1
u	x	Cc1onc(-c2ccccc2Cl)c1C(=O)Nc1cccc2cccnc12
0.3%	1.2	COc1ccc(-c2[nH]ncc2CNCc2cc(C)n(C)n2)c(F)c1

Exported comma-delimited: entries from further up.
structure,Lipid storage S3,Lipid storage S3 cell count max
OCCNc1ncnc2c1nnn2Cc1ccccc1,u,x
Cc1ccc(C)c(C2NC(=O)c3ccccc3N2)c1 (centres undefined),-2.8%,-1.6
CC1Cc2nc(SCC(=O)Nc3ccc4c(c3)OCO4)n(CCc3ccccc3)c(=O)c2S1 (centres undefined),-2.1%,-3.5
O=C(N/N=C/c1ccccc1F)NC12CC3CC(CC(C3)C1)C2,u,x
O=C(c1ccccc1Oc1nnnn1-c1ccccc1)N1CCOCC1,u,x

New compounds follow:
Lipid storage S3	Lipid storage S3 cell count max	structure
-4.0%	12.4	Cc1ccc(S(=O)(=O)/N=C2\CN(C)C(=O)N2C)cc1
15.6%	-1.4	O=C(NCCOc1ccccc1)C(=O)NCC1CCCO1 (centres undefined)
i	-12.7	O=S(=O)(NCc1ccccn1)c1cc(Cl)ccc1Cl
u	x	COC(=O)C1=NN(N=O)C2(CC(=O)N(c3cc(C)cc(C)c3)C2=O)C1 (centres undefined)
10.8%	8.4	Cc1cc(-c2nn(-c3ccccc3F)cc2CN2CCN(c3ccncc3)CC2)c(C)s1
u	x	CCC1C(=O)NCCN1C(=O)c1cccc(OC2CCN(S(=O)(=O)N(C)C)CC2)c1 (centres undefined)
u	x	Cc1ccc(S(=O)(=O)NCCc2ccccc2)cc1
22.7%	-1.5	CC(=O)Nc1nonc1NC(=O)CSc1ccccn1
u	x	CCSc1ccccc1C(=O)Nc1ccc([N+](=O)[O-])cc1OC
u	x	COc1ccccc1CN(C)C(C)C(=O)Nc1cccc(C(C)=O)c1 (centres undefined)
u	x	CCOC(=O)N1CCN(S(=O)(=O)c2ccc(-n3cnnn3)cc2)CC1
i	-1.9	COc1cccc(/C=C2/SC(=S)N(CC(=O)NC3C=CS(=O)(=O)C3)C2=O)c1 (centres undefined)
u	x	CCN1CCN(c2nc3c(c(=O)[nH]c(=O)n3C)n2Cc2ccccc2F)CC1
i	13.2	Nc1c(C(=O)N2CCOCC2)oc2ccccc12
u	x	Cc1ccc(C)c(S(=O)(=O)N2CCCC2CNC(=O)C(=O)NCCN2CCOCC2)c1 (centres undefined)
i	x	O=C(c1cc2nc(-c3ccco3)cc(C(F)(F)F)n2n1)N1CCN(c2ccccc2)CC1
10.1%	-21.4	N#Cc1ccsc1NC(=O)COC(=O)C1=NNC(=O)CC1
1.8%	1.2	COc1ccccc1CN1CC(C(=O)NCC2CCCO2)CC1=O (centres undefined)
i	22.2	O=C(COC(=O)C1=COCCO1)Nc1cccc(S(=O)(=O)N2CCOCC2)c1
27.4%	-0.5	Cc1ccc(S(=O)(=O)NCCC(=O)N2CC(C)OC(C)C2)cc1 (centres undefined)
u	x	C=CCN1C(=O)c2ccc(C(=O)N(C)CC(=O)Nc3ccc(Br)cc3C)cc2C1=O
u	x	COc1ccc(C(C)=O)cc1CC(=O)Nc1cccc(S(=O)(=O)N2CCOCC2)c1
-22.8%	x	O=c1c2ccccc2c(C=NCCO)c(O)n1-c1ccccc1
-2.9%	1.5	Cc1cc(C(=O)CSc2nnnn2-c2ccc(O)cc2)c(C)n1C
u	x	Cc1sc2ncnc(N3CCOCC3)c2c1C
u	x	CC(=O)Nc1ccc(S(=O)(=O)N2CCC(NC(=O)c3ccccc3)CC2)cc1
0.0%	0.4	O=C(O)COCc1nc2ccccc2[nH]1
u	x	CCCC(O)(CCN(C)C)c1ccc(OC)cc1 (centres undefined)
u	x	COc1cccc2cc3c(=O)n(-c4ccccc4)nc-3oc12
-2.4%	-0.5	COc1cc(NC(=O)c2ccnc(N)c2)cc(C(=O)Nc2cccc(C(F)(F)F)c2)c1
u	x	COc1cccc(CC(=O)N[C@@H](CCSC)c2nc3ccccc3[nH]2)c1
8.0%	7.4	COc1ccc(CNC(=O)COC(=O)CCOc2ccc(C)cc2)cc1OC
0.1%	-8.9	O=C(c1cnc2c(c1)COc1ccc(Cl)cc1-2)c1ccccc1O
u	x	CN(C)S(=O)(=O)c1ccc(Cl)c(NC(=O)COC(=O)CN2C(=O)C3CCCCC3C2=O)c1 (centres undefined)
u	x	Cc1ccc(SCC(=O)Nc2ccc(N3CCOCC3)cc2)cc1C
u	x	c1cnc(Nc2nc(-c3ccc4ccccc4c3)cs2)nc1
u	x	O=C(CSc1nc2ccccc2s1)N1CCCCC1
u	x	COc1cc(C)c(Cl)cc1S(=O)(=O)n1cnc2ccccc21
21.1%	x	Cc1cccn2c(=O)c3cc(C(=O)NCCCN4CCOCC4)n(C)c3nc12
i	x	Cn1cccc1/C=N/n1c(-c2ccco2)n[nH]c1=S
u	x	CCc1nc2ccccc2c(C(=O)OCCN2C(=O)c3ccccc3C2=O)c1C
u	x	Cc1cccc(C)c1NC(=O)CNC(=O)c1ccccc1
u	x	O=C(c1ccc(Cl)c(Cl)c1)N1CCC(=O)N(C(COCc2ccc(Cl)cc2)Cc2ccccc2)CC1 (centres undefined)

The list is partial (hit frequency here may not be typical).
